TEAD-YAP block: TEAD-YAP interaction inhibition; HEK-TIYL cells, TEAD-Gal4/YAP UAS-luciferase luminescence; inhibition, % at 9.12 µM; hit rate 1.4% among 640,000; AID 1259422; in the data active means inhibition above about 32%;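 further: 0% = median of test compound wells and 100% = reference inhibitor wells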
FBW7 activator: human FBW7 E3 ligase activation, primary screen. AID 1259310. normalized activity (activation), % at 26.1 µM. AlphaScreen FBW7–phospho-cyclin E peptide binding, activator screen. hit rate 0.13% among 650,000; in the data active means normalized activity above about 1.9%;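 further: purified mutant Fbw7 with reduced substrate affinity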
MITF primary: blocks human microphthalmia-associated transcription factor; O75030; AlphaScreen MITF homodimerization, bead proximity signal; inhibition, % at 2.6 µM; hit rate 0.91% among 650,000; AID 1259374; in the data active means inhibition above about 50%;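 further: 0% = vehicle wells with protein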
Target sequence (O75030 whole entry, looked up): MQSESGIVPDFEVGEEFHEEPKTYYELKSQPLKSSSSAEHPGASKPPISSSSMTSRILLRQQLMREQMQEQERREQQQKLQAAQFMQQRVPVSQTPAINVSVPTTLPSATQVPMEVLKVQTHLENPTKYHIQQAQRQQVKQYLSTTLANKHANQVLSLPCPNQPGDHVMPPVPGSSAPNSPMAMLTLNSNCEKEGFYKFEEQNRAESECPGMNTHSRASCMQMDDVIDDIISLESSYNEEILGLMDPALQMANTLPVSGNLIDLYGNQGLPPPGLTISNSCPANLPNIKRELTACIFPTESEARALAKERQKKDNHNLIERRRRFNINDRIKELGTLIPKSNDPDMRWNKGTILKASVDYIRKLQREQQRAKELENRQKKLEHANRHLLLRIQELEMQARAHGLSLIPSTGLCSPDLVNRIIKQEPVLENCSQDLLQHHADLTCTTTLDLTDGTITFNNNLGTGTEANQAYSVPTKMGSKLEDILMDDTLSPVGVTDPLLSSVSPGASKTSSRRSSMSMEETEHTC
GPR151 activ: human GPR151 activation; hit rate 1% among 650,000; PathHunter beta-arrestin GPR151 cells, luminescence; activation, % at 11.2 µM; Q8TDV0; AID 1508602; in the data active means activation above about 4.9%;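 further: 0% = median of compound wells and 100% = cells with positive control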
Target sequence (Q8TDV0 whole entry, looked up): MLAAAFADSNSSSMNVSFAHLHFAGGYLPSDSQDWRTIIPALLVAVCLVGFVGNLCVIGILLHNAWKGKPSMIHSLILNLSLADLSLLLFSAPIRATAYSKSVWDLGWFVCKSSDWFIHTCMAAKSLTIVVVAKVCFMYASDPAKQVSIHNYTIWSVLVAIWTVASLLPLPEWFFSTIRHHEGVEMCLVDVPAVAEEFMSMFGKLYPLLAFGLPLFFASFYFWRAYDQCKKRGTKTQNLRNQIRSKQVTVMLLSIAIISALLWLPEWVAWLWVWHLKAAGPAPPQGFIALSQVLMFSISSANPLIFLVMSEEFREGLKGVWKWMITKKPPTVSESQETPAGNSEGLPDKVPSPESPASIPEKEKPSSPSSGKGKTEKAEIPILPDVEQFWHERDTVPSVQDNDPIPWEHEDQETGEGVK
* hit, by the source's call; / = no result given; & = joins results of further samples.

A first look:
SMILES	TEAD-YAP block	FBW7 activator	MITF primary	GPR151 activ
CCOC(=O)C1C(=O)OC(C)(C)C1C(C)C(=O)c1ccc(C)cc1C (centres undefined)	1	-0.1	-15	0.5
O=C(CN1C(=O)c2ccccc2S1(=O)=O)NCCN1C(=O)CSC1=O	-4	0.0	-8	3.3

The listing, repeating the preview:
SMILES	TEAD-YAP block	FBW7 activator	MITF primary	GPR151 activ
CCOC(=O)C1C(=O)OC(C)(C)C1C(C)C(=O)c1ccc(C)cc1C (centres undefined)	1	-0.1	-15	0.5
O=C(CN1C(=O)c2ccccc2S1(=O)=O)NCCN1C(=O)CSC1=O	-4	0.0	-8	3.3
COc1ccc(S(=O)(=O)NCc2ccc3c(c2)OCO3)cc1C	2	0.0	-3	0.7
O=[N+]([O-])c1ccc(C(O)CC(O)C(Cl)(Cl)Cl)cc1 (centres undefined)	0	-0.2	-3	0.0
COC(=O)c1cc(NS(=O)(=O)c2ccc(Cl)c(N3C(=O)CCC3=O)c2)cc(C(=O)OC)c1	2	-0.1	5	3.7
CCOc1ccc(NC(=NC)SC2CC(=O)N(c3ccc(C(=O)O)cc3)C2=O)cc1 (centres undefined)	9	-0.1	8	-0.1
COc1ccc(OCc2nc(C#N)c(NCCc3ccc(OC)c(OC)c3)o2)cc1	14	-0.1	-18	1.7
CN(C(=O)c1cccs1)C(Cc1ccccc1)C1CCN(C(=O)c2ccn(C)n2)CC1 (centres undefined)	-24	1.5	74*	-0.2
Cc1cc(C)nc(SCC(=O)Nc2ccc3c(C)cc(=O)oc3c2)n1	-5	-0.1	7	-0.3
COc1cc(NC(=O)c2cn(C)c(=O)c3c2c2ccccc2n3C)cc(OC)c1OC	-2	0.0	-10	0.8
COc1ccc(/C=C/C(=O)Nc2nc(-c3ccc(F)cc3)cs2)cc1OC	57*	0.2	1	1.7
Cc1cc(N(CN2CCCC2=O)C(=O)c2ccc(F)cc2)no1	-3	-0.5	1	-0.1
Cc1cc(NCc2ccccc2)c2ccccc2n1	20	-0.1	-4	-0.6
O=C(Cc1ccccc1)Nc1sc2c(c1C(=O)Nc1ccc(Cl)cc1)CCCC2	1	0.1	-2	0.5
Cc1cc(C)nc(/N=C(\N)Nc2cc(C(F)(F)F)ccc2Cl)n1	-16&1	-0.1&0.0	-4&4	2.4&0.3

Pulled by compound from above:
SMILES	TEAD-YAP block	FBW7 activator	MITF primary	GPR151 activ
O=C(Cc1ccccc1)Nc1sc2c(c1C(=O)Nc1ccc(Cl)cc1)CCCC2	1	0.1	-2	0.5
O=[N+]([O-])c1ccc(C(O)CC(O)C(Cl)(Cl)Cl)cc1 (centres undefined)	0	-0.2	-3	0.0
CN(C(=O)c1cccs1)C(Cc1ccccc1)C1CCN(C(=O)c2ccn(C)n2)CC1 (centres undefined)	-24	1.5	74*	-0.2
Cc1cc(N(CN2CCCC2=O)C(=O)c2ccc(F)cc2)no1	-3	-0.5	1	-0.1
COc1ccc(S(=O)(=O)NCc2ccc3c(c2)OCO3)cc1C	2	0.0	-3	0.7
COc1ccc(/C=C/C(=O)Nc2nc(-c3ccc(F)cc3)cs2)cc1OC	57*	0.2	1	1.7

The list goes on:
SMILES	TEAD-YAP block	FBW7 activator	MITF primary	GPR151 activ
Cc1ccc2oc(-c3cc(NC(=O)c4ccc(Cl)cc4)ccc3OC(=O)c3ccc(Cl)cc3)nc2c1	-11	0.7	13	-1.0
CCCc1ccc(-c2ccc(C(=O)Oc3ccc(OCC)cc3)cc2)nc1	-22	0.2	-1	2.0
Nc1ccccc1S(=O)(=O)NC1=NCCCCC1	3	-0.1	-5	-0.7
CC(C)c1cc(C(C)C)c(S(=O)(=O)NCCO)c(C(C)C)c1	3	0.7	6	-0.9
Cc1cc(C)nc(N2CCC(N(CC3CC3)C(=O)c3ccc4c(c3)OCO4)CC2)n1	-6	0.4	12	0.5
Cc1ccc(Nc2nc3nonc3nc2Nc2ccc(C)cc2[N+](=O)[O-])c([N+](=O)[O-])c1	3	-0.1	3	-0.4
NC(=O)c1ccc(NC(=O)CN2CCN(c3ccccc3F)CC2)cc1	11	0.0	12	-0.5
O=C(O)c1ccc(NS(=O)(=O)c2ccc3c(c2)C(=O)c2ccccc2C3=O)cc1	-1	0.4	28	-0.6
O=c1/c(=C/c2ccc(OCc3ccccc3)cc2)sc2ncnn12	-3	0.0	12	-1.9
O=C1NC(c2ccccc2)=NC1(Nc1ccccn1)C(F)(F)F (centres undefined)	-1	0.9	5	0.9
O=C1C(=O)N(CCCN2CCOCC2)C(c2ccccc2F)/C1=C(/O)c1ccccc1 (centres undefined)	-7	0.0	-9	3.2
Cc1ccc2nc(COc3ncnc4ccccc34)cc(=O)n2c1	0	0.1	7	1.4
COc1ccc(N(CC(=O)NC2CCCCCC2)S(C)(=O)=O)cc1OC	5	-0.2	-3	0.0
Cc1ccc(C2=NN(C(=O)CCC(=O)O)C(c3ccc(F)cc3)C2)cc1 (centres undefined)	7	0.1	6	2.1
CC(/C=C1\SC(=S)NC1=O)=C\c1ccco1	4	0.2	13	-0.6

As entered above:
COc1ccc(N(CC(=O)NC2CCCCCC2)S(C)(=O)=O)cc1OC in TEAD-YAP block shows 5
Cc1ccc(Nc2nc3nonc3nc2Nc2ccc(C)cc2[N+](=O)[O-])c([N+](=O)[O-])c1 in MITF primary shows 3
O=C1NC(c2ccccc2)=NC1(Nc1ccccn1)C(F)(F)F (centres undefined) in TEAD-YAP block shows -1

Following part
SMILES	TEAD-YAP block	FBW7 activator	MITF primary	GPR151 activ
O=C(c1ccccc1)N1N=C(c2c(-c3ccccc3)c3cc(Br)ccc3[nH]c2=O)CC1c1ccc(Br)cc1 (centres undefined)	11	-0.1	2	-0.6
COc1nc(NCCO)nc(-c2ccc(N3CCOCC3)nc2)n1	4	0.1	5	-1.4
CC(C)(C)Nc1nc(NN)nc(NCc2ccccc2)n1	-2	-0.9	10	-0.3
FC(F)(F)COc1nc(Nc2ccc(OC(F)(F)F)cc2)nc(NC2CC2)n1	-2	0.0	-3	0.5
N#Cc1cnn(C(=O)c2cc(-c3ccco3)nc3ccccc23)c1N	2	-0.2	13	-2.8
CCOc1cc(C=C2C(=O)NC(=O)NC2=O)cc(Br)c1O	1	-0.3	7	-0.3
CCOC(=O)c1[nH]ncc1CN1CCc2ccc(NC(=O)C3CCCO3)cc2C1 (centres undefined)	2	0.2	4	-0.2
COc1ccc(CC(=O)Nc2ccc(-c3nc4cccnc4s3)cc2C)cc1	-8	-0.2	1	0.9
C=CCn1c(N/N=C\c2cc(Br)c(O)c(OC)c2)nc2c1c(=O)[nH]c(=O)n2C	5	0.1	16	3.5
CCCCCCOc1ccc(OCC(O)Cn2cnc3ccccc32)cc1 (centres undefined)	-21	0.3	15	-0.9
CCOc1ccc(C2C(C(=O)Nc3ccccc3)=C(C)N=C3SCC(=O)N32)cc1 (centres undefined)	-2	-0.3	-6	-0.6
O=C(O)c1ccccc1Sc1ccc(S(=O)(=O)N2CCCC2)cc1[N+](=O)[O-]	2	-0.1	-7	-0.5
O=C(O)CCC(=O)NC(Cc1ccccc1)C(=O)O (centres undefined)	-1	0.1	-6	-0.2
CN(CC(=O)O)Cc1nc2ccccc2[nH]1	-61	-1.7	42	4.2
CNc1oc(COc2ccc(Cl)cc2)nc1C#N	-15	0.1	18	-2.4
O=C(C1CC1)N1CCc2cc(Br)cc(S(=O)(=O)NC3CCCCC3)c21	3	-0.1	2	-0.9
CCOC(=O)C1=C(C)N=c2s/c(=C\c3ccc(O)c(Br)c3)c(=O)n2C1c1ccccc1 (centres undefined)	-1	0.1	-16	0.6
O=S(=O)(Cc1ccc(Cl)cc1)Nc1ccc(S(=O)(=O)N2CCCC2)cc1	-2	-0.1	0	-0.4
CC(=O)c1sc(NC(=O)CN2C(=O)c3ccccc3C2=O)nc1-c1ccccc1	2	0.1	-8	0.6
CCOC(=O)c1cccc(NC(=O)c2ccncc2)c1	8	1.2	13	-1.5
CC(Cc1ccco1)NC(=O)COc1cccc2c1OC(C)(C)C2 (centres undefined)	-7	0.7	13	-0.7
C=Cc1c(C)c2cc3[nH]c(cc4nc(cc5nc(cc1[nH]2)C(C)=C5CCC(=O)O)C(CCC(=O)O)=C4C)c(C)c3C=C	10&0&-8	1.4&0.8&1.6	26&20&-105	-0.8&0.8&-1.6
COC(=O)Nc1c(-c2ccccc2)nc2ccc(C)cn12	-7	0.0	-4	-0.7
O=C(NCCc1ccc(O)cc1)c1cnc(Nc2ccc(C(F)(F)F)cc2)s1	-4	-0.1	11	-1.0
CCOc1ccc(C(=O)Nc2ccc(NC(=O)c3cccc(C)c3)cc2)cc1Br	-4	0.0	7	-0.5
Cc1ccc(NC(=O)CCN2C(=O)c3cccc([N+](=O)[O-])c3C2=O)c(C)c1	0	-0.2	-7	-0.6
CCOC(=O)CC(=O)CSc1nc(C)c2cc(OCC)ccc2n1	3	0.5	8	-2.0
Cc1ccccc1Cc1c(C)nc2c(C(=O)NCc3ccccc3)cnn2c1C	8	0.1	-1	-1.6
COc1ccccc1OCCNC(=O)Nc1cc(F)c(F)cc1Cl	-1	0.6	-5	-1.3
CCOC(=O)c1sc2ncn(CC(=O)Nc3ccccn3)c(=O)c2c1C	6	-0.1	11	0.1
O=C(Nc1ccc2oc(-c3ccccc3F)nc2c1)c1cccnc1	-43	0.2	6	-0.1
O=C(CNC(=O)c1ccccn1)N=Nc1c(O)[nH]c2ccc([N+](=O)[O-])cc12	-4	-0.2	21	-1.6
C=CCc1ccccc1OCC(=O)NN	10	0.9	5	-1.4
NC(=O)c1ccc(NC(=O)c2c[nH]c(=O)n(-c3ccc(F)c(Cl)c3)c2=O)cc1	9	-0.1	-14	1.1
CC1=C(C(=O)Nc2ccc(Br)cc2)C(c2ccc(Cl)cc2)NC(=O)N1 (centres undefined)	23	-0.2	-5	-1.6
Cc1cccc(NC(=O)CSc2nnc(NC(=O)Cc3ccccc3)s2)c1	3	0.0	2	1.6
CC(C)N(CCNC(=O)c1cccc(Nc2ccncn2)n1)C(C)C	-10	-0.1	-24	2.2
CC1CCC(NC(=O)C(=O)Nc2ccc3nc4n(c(=O)c3c2)CCCCC4)CC1 (centres undefined)	-8	0.0	-8	-0.3
O=CN/N=C/c1sc(N2CCOCC2)nc1-c1ccccc1	-5	-0.1	-4	-0.8
CCCCCCCCCCCCC/C=C/[C@H](O)[C@@H](CO)NC(=O)CCCCCCCCCCCCCCCCCCCCCCC	/	/	7	1.3
CCOC(=O)c1cnc2c([N+](=O)[O-])cnn2c1C	-8	0.0	-14	-2.3
Cc1cccn2c(CN3CCC(CO)CC3)c(C(=O)N(C)CCc3ccccc3)nc12	-3	0.0	-8	-0.2
CC(=O)Nc1ccc(Nc2nc(-c3ccc(C(=O)N4CCN(C)CC4)cc3)nc3c2ncn3-c2ccsc2)cc1	36*	0.0	2	0.8
CCC1CCc2c(sc3nc(SCC(=O)NCc4ccco4)n(-c4ccccc4)c(=O)c23)C1 (centres undefined)	5	0.1	17	-0.8
O=C(Nc1ccccc1)c1ccc(COc2ccc(Cl)cc2)cc1	6	0.0	-7	-0.4
Cc1occc1C(=O)n1cnc2ccccc21	1	0.1	13	0.7
COCCCNC(=S)N1CCN(c2ccc(C(F)(F)F)cc2[N+](=O)[O-])CC1	5	-0.2	2	-1.7
CC(=O)N1CCN(Cc2ccc3c(c2)CN(C(=O)c2ccc4ccccc4n2)CCO3)CC1	0	-0.2	-3	-0.4
COc1ccc(-c2c(C#N)c(N)nc3n[nH]c(-c4ccccc4)c23)cc1	4	0.3	20	0.1
CCn1c(NC(=O)c2cc3nc(C)cc(C)n3n2)nc2ccccc21	1	-0.1	1	1.1
CN(C)c1ccc(/C=N/Nc2nc(-c3ccccc3)cs2)cc1	-4	0.0	18	2.6
CC(C)[C@@H](O)C(=O)N1CCN(c2ccc3[nH]ncc3c2)CC1	4	-0.2	-6	-0.1
COc1cccc(-n2c(=S)sc3c(=O)n(-c4ccc(F)cc4)c(SCC4CCCO4)nc32)c1 (centres undefined)	-3	0.0	15	0.3
O=C(CN1C(=O)c2ccc(Br)cc2C1=O)OC1CCCCC1	-6	0.0	-4	0.4
COc1ccc(CCNC(=O)CCCn2nc(C)c([N+](=O)[O-])c2C)cc1OC	-1	-0.1	-4	-0.2
CCOCCn1c(=NC(=O)C(C)C)sc2cc(C)ccc21	-4	0.3	-2	1.4
COc1ccc(C2=N/C(=C/c3cccc(Cl)c3Cl)C(=O)O2)cc1OC	1	-0.2	-4	-0.5
O=C(Nc1ccc(C(F)(F)F)cc1)Nc1ccccc1[N+](=O)[O-]	-40	0.0	8	1.0
O=C(CSc1nc2ccc(NC(=O)c3ccccc3Cl)cc2s1)c1ccc(Br)cc1	-19	-0.2	-5	-0.1
CCN(CC)CCCNC(=O)c1oc(=O)c2ccccc2c1-c1ccc(C)cc1	-2	-0.1	0	-1.7

Next results
SMILES	TEAD-YAP block	FBW7 activator	MITF primary	GPR151 activ
CC(=O)c1cccc(NC(=O)COc2ccc(C3CCCCC3)cc2)c1	-7	0.3	10	-0.3
CN(Cc1ccccc1)c1cc(-c2ccccn2)nc(-c2cccnc2)n1	4	0.0	8	2.6
O=C1/C(=C\c2cccc(OCc3cccc4ccccc34)c2)SC(=Nc2ccccc2)N1C1CCCCC1	-3	0.1	7	-1.3
Cc1ccsc1C(=O)NCC1Cc2cc(-c3cnccn3)cc(Cl)c2O1 (centres undefined)	-23	-0.2	-11	0.1
CCN(CC)CCNC(=O)CCCCCn1c(=O)[nH]c2cc(C(=O)OC)ccc2c1=O	-5	0.9	3	0.0
CC(=O)c1ccc(NC(=O)CN(c2cccc([N+](=O)[O-])c2)S(=O)(=O)c2ccccc2)cc1	-66	-0.2	-6	-0.3
CCOC(=O)c1c(NC(=O)c2cc3ccccc3o2)sc2c1CCCCCCCCCC2	4	-0.1	15	-1.3

Screening data deposited in PubChem BioAssay by The Scripps Research Institute Molecular Screening Center.
